Bioassay records deposited in PubChem by several laboratories.
bCat nuc transl – modulators of beta-catenin nuclear translocation, primary screen, imaging, HeLa cells, immunofluorescence, high-content; 0.3% of 190,000 active; nuclear translocation activity, % at 5 µM; AID 1665, 2009;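 active = nuclear translocation activity above 50% at 5 µM, with a well cell count of 50 or more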;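 also: per-cell ratio of nuclear to cytoplasmic median beta-catenin stain intensity; plate controls were DMSO negative control for no effect and GSK-3 inhibitor IX positive control for full effect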
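Test system: human HeLa cells, native beta-catenin. Compound dosing: 5 µM primary single dose, 0.1% DMSO, 0.02–20 µM confirmation series. Incubation: compound exposure 24 h at 37°C. Detection: beta-catenin immunostaining with DAPI counterstain, 20x imaging, 6 fields/well. Read-out basis: Nuclear/cytoplasmic beta-catenin signal ratio, % activation.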
PhoP inhibition – inhibitors of PhoP regulon expression, primary screen, Salmonella Typhimurium, GFP reporter (AID 1863) | S. Typhimurium PhoP-regulated promoter GFP reporter, 4 h; higher % means a stronger effect | inhibition, % at 50 µM; hits with a dose series show IC50 in µM | 0.16% of 300,000 active;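 active = inhibition over 29.93%, a cutoff 3 SD above the screen mean, later confirmed by dose response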;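 also: 0% = low Mg2+ inducing control and 100% = high Mg2+ repressing control; strong numbers were not always called active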
Dynein transport – inhibitors of GR-EGFP nuclear translocation, primary screen, dynein cargo transport inhibitor project, imaging, high-content, 3617.4 mouse cells; test concentration mostly 20 µM; stimulated with dexamethasone, 1 µM; active compounds read low; z-score, hits read low; 0.47% of 220,000 active; AID 1381, 2008;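 active = plate z-score of nuclear minus cytoplasmic receptor signal below a set negative limit, without overly bright fluorescence or cell loss, cut at about -3.5 in these data, passing the limit was not always enough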;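 also: z-score of nuclear minus cytoplasmic ring GR-EGFP intensity difference per well; some compounds called inactive have numbers as strong as hits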
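Buffer or medium: tet-free, stripped-serum medium; Also added: dexamethasone, 1.0 µM final; Technique: high-content fluorescence imaging after fixation; Times: 48 h induction, 1 h compound, 30 min dex at 37 °C; Read-out: per-cell GR-EGFP intensity, nucleus versus surrounding cytoplasmic ring, well-averaged.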
MT stabilize HCS – microtubule stabilizers in HeLa cells, primary screen, imaging, high-content imaging. HeLa tubulin immunostaining HCS, 24 h; share of cells brighter than vehicle mean+2SD. % tubulin-high responders, % at 10 µM. 0.83% of 200,000 active. AID 2205, 2009;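 active = plate Z-score above 3 for both tubulin-high and condensed-nucleus cell shares, with cell loss under 80%, at 10 µM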;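 also: anti alpha tubulin signal scored within the nucleus-defined area of each cell; some results filed as inactive read as strong as hits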
Autophagy HCS – autophagy modulators in MEF cells, primary screen, imaging, high-content, MEF GFP-LC3 | MEF GFP-LC3 puncta imaging; test concentration mostly 10 µM | calls only at 10 µM (by protocol) | 0.98% of 190,000 active;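 active = percentage of spot-positive cells more than 3 SD above its plate mean, without a fluorescence outlier flag or 80% toxicity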;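 also: spot-positive cell cutoff set from DMSO-treated cells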
ER stress rescue – rescue of cells from ER stress-induced death, primary screen, 384-well, CSM14.1, thapsigargin, ATP luminescence (AID 1222) | CSM14.1 thapsigargin-induced death rescue, ATP luminescence; higher % means a stronger effect | 190,000 tested, under 10 active | one-dose cellular ATP content (survival), % at 20 µM; EC50 in µM for titrated hits;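 active = EC50 below 50 µM in the dose-response confirmation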;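 also: death triggered by thapsigargin at about 15 µM added after 2 h compound pretreatment; cell ATP read after overnight thapsigargin exposure of roughly 18 to 22 hours; normalized against plate controls of thapsigargin alone and 5% DMSO vehicle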
Insulin prom up – insulin promoter activators in MIN6 cells, imaging, high-content screening, mouse beta cells | z-score at 5 µM | 0.3% of 190,000 active | MIN6 insulin promoter-GFP reporter; active compounds read high;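 active = z-score above 3 at 5 µM with at least 500 cells counted in the well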
Lipid droplet – inhibitors of hepatocyte lipid droplet formation, primary screen, imaging, high-throughput imaging, BODIPY stain; AML12 mouse hepatocytes, oleate lipid droplets; inhibition, % at 6.5 µM; 0.4% of 240,000 active; AID 1656, 2009;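 active = lipid droplet intensity inhibited by at least 50%, with more than 500 cells counted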
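Technique: fluorescence imaging, 20x objective, two fields per well / Assay system: AML12 hepatocytes (mouse) / Measure: % inhibition of lipid droplet signal / Doses: 6.5 µM single-point dosing / Incubation: overnight exposure / Reagent: 100 µM oleic acid challenge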
T cell HTS – modulators of CD8 T cell-vesicle binding, primary screen, mouse 2C CD8+ T cells, flow cytometry; 2C CD8+ T cell-vesicle binding; active compounds read low; AID 2052, 2009; calls only at 7 µM; 0.068% of 330,000 active;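 active = response, share of CD8 T cells binding vesicles, and their 90th percentile fluorescence all below set limits, cut at about 80% in these data, passing the limit was not always enough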
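Material: murine 2C transgenic CD8+ T lymphocytes / Also added: QL9-peptide-loaded Drosophila micro-vesicles bearing Ld, ICAM-1 and B7-1 / Schedule: binding step 1.5 h, 37 °C, antibody labelling 20 min, ice / Signal: flow cytometry, PE anti-B7-1 (FL2) versus Alexa647 anti-CD8 (FL8), PFA-fixed / Evaluation: percent CD8+ FL2 mean versus row control / Benchmarks: naked versus QL9-loaded vesicles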
Dynein transport cytoplasmic EGFP – second read-out of Dynein transport, no call of its own (marks repeat the call); z-score; measured here: cytoplasmic GR-EGFP intensity; active compounds read high
Dynein transport nuclear GR-EGFP – recorded beside Dynein transport, whose call it bears; z-score; measured here: nuclear GR-EGFP intensity;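 lower value marks the stronger effect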
Dynein transport cell count – second read-out of Dynein transport, no call of its own (marks repeat the call); z-score; measured here: cell count per field
Insulin prom up cell count – recorded beside Insulin prom up, whose call it bears; cell count; measured here: cytotoxicity, nuclei count;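 total cells summed across four imaged fields per well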
Lipid droplet cells 6.5 µM – also measured in Lipid droplet; calls as there; cell count; measured here: cell count, cytotoxicity flag;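 cells counted across two imaged fields per well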
bCat nuc transl cell count 5 µM – second read-out of bCat nuc transl, no call of its own (marks repeat the call); cell count; measured here: cell count, cytotoxicity flag
T cell HTS vesicle-bound % – second read-out of T cell HTS, no call of its own (marks repeat the call); double positive events, %; measured here: CD8+ vesicle-bound cell fraction;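 binding gate set so that unloaded-vesicle control wells show 10% double positive cells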
MT stabilize HCS Hoechst-high % – recorded beside MT stabilize HCS, whose call it bears; % Hoechst-high responders; measured here: nuclear condensation Hoechst responders;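 share of cells brighter than vehicle mean plus two SD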
MT stabilize HCS cytotoxicity % – also measured in MT stabilize HCS; calls as there; toxicity, %; measured here: cytotoxicity by cell density;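 0% = mean cell density of plate MIN control wells and 100% = no cells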
Autophagy HCS cell loss 18 h – second read-out of Autophagy HCS, no call of its own (marks repeat the call); toxicity, %; measured here: cell loss, nuclei count;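 cell loss after 18 h compound exposure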
An asterisk follows results filed as active; i = inactive; / = not tested or not shown. The order is random. Share with any hit: about 3%.

SMILES	bCat nuc transl	bCat nuc transl cell count 5 µM	PhoP inhibition	Dynein transport	Dynein transport cytoplasmic EGFP	Dynein transport nuclear GR-EGFP	Dynein transport cell count	MT stabilize HCS	MT stabilize HCS Hoechst-high %	MT stabilize HCS cytotoxicity %	Autophagy HCS	Autophagy HCS cell loss 18 h	ER stress rescue	Insulin prom up	Insulin prom up cell count	Lipid droplet	Lipid droplet cells 6.5 µM	T cell HTS	T cell HTS vesicle-bound %
Cc1cc(C(=O)NC(C)Cc2ccccc2)cc(C)c1[N+](=O)[O-] (stereo unspecified)	0.0	1102	5%	-0.13	-0.26	-0.2	0.31	0.8	1.4	5.5	i	1	1.4%	0.01	1494	-5	736	i	53
C=C(Cl)COc1ccc2c(CCC)cc(=O)oc2c1	/	/	-4%	-1.1	-0.27	-0.77	0.8	2.6	2.8	6.1	i	-5	-0.1%	/	/	-22	775	i	4
OCCNc1nc(-c2cccnc2)nc2ccccc12	-0.6	838	-5%	-1.5	-0.21	-0.5	1.1	6.1	3.0	4.3	i	16	0.4%	/	/	/	/	i	25
CCOc1c(Nc2ccccc2O)c(=O)c1=O	0.4	1289	-3%	-0.16	-0.054	-0.085	-0.068	/	/	/	/	/	/	0.65	1322	10	742	i	20
COc1ccc(NC(=S)N(CCO)Cc2cc3c(C)cc(C)cc3[nH]c2=O)cc1	-1.3	1323	3%	-0.3	-0.24	0.26	0.49	/	/	/	/	/	/	0.55	939	-10	718	i	47
O=C(NNc1ccccc1C(F)(F)F)c1sccc1Br	0.4	1288	-4%	0.88	-0.27	0.12	0.03	/	/	/	/	/	/	0.65	1431	-18	650	i	15
COc1ccc(CCNC(=O)CSc2ccc3ccccc3c2)cc1OC	-1.5	1099	0%	-0.35	-0.26	-0.29	0.4	5.1	3.3	6.5	i	23	3.9%	-0.19	1585	45	568	i	11
CC1CCN(S(=O)(=O)c2ccc(S(=O)(=O)NCC(=O)C(C)(C)C)cc2)CC1	-1.0	1063	-4%	0.44	-0.19	0.72	0.53	4.4	1.5	6.0	i	1	/	0.02	1234	10	717	i	43
CCN(CC)S(=O)(=O)c1cc(C(=O)OCC(=O)Nc2cccc(C)c2C)ccc1F	-1.8	1125	9%	-0.19	-0.19	0.3	-1.4	5.7	2.6	7.7	i	2	3.5%	-0.32	1464	2	665	i	34
O=C(CSc1nc2ccccc2s1)N1CCN(C(=O)c2ccco2)CC1	-0.7	997	-11%	-0.039	-0.28	0.27	0.058	3.0	1.8	3.6	i	-4	-1.5%	0.17	1505	-2	691	i	18
COc1ccc(CCNC(=O)c2nnn(CC(=O)Nc3cccc(F)c3)c2N)cc1OC	-0.8	1136	16%	-0.16	-0.12	0.062	-1.6	1.6	1.7	6.6	i	15	-0.2%	-0.7	1217	11	711	i	58
CCN(CC)S(=O)(=O)c1cccc(NC(=O)COC(=O)/C=C/c2ccco2)c1	/	/	13%	-0.31	-0.32	-0.51	0.8	2.0	3.9	0.2	i	-4	-7.0%	0.93	1245	-11	659	i	61
COC(=O)c1ccc(Oc2nc(NC(C)C)nc(N(C)C)n2)cc1	/	/	11%	1.1	-0.14	1.5	-2.1	3.4	2.6	10	i	1	-2.0%	0.66	1359	18	699	i	30
COc1ccccc1NC(=O)CN1CCN(c2ccccc2)CC1	0.7	1525	3%	-1	-0.034	-0.14	0.62	3.2	2.3	10	i	25	2.3%	-0.12	1393	-8	700	i	30
COc1ccc(/C=N/NS(=O)(=O)c2ccccc2)cc1OC(=O)c1ccc(C)cc1	/	/	2%	-0.043	-0.071	-0.13	-0.54	3.7	2.3	3.3	i	-25	4.6%	/	/	/	/	i	24
CC1CC(C)CN(C(=O)CSc2nc(Cc3cccs3)nc3ccccc23)C1 (stereo unspecified)	-2.4	1037	0%	/	/	/	/	1.6	1.3	9.8	i	0	-1.7%	1.1	1861	-47	677	i	48
Cc1nc2ccccc2n1CC(=O)N/N=C\c1ccccn1	2.0	1476	1%	0.66	-0.18	1.1	-0.25	3.1	2.0	8.7	i	-28	1.5%	0.98	1679	/	/	i	40
COc1cc(CNCCc2ccccc2)cc(Cl)c1OCc1ccccc1	-0.6	816	6%	-0.59	0.78	0.049	-2.7	2.6	1.7	4.1	i	-15	0.3%	/	/	13	688	i	37
CCn1c(CCNC(=O)c2ccc(Cl)cc2)n[nH]c1=S	0.5	1174	4%	-1.3	-0.27	-0.56	0.85	1.6	1.4	4.4	i	-15	-3.8%	0.63	882	5	718	i	37
CN(N)c1nc(C(F)(F)F)nc2ccccc12	-0.6	979	11%	1.8	-0.27	1.2	-0.66	4.0	1.4	0.9	i	25	-0.3%	-0.34	1396	-8	643	i	57
CCCOc1c(OC)cccc1C1CC(=O)Nc2cc(OC)c(OC)c(OC)c21 (stereo unspecified)	/	/	-3%	3.8	-0.096	1.8	-2.1	3.1	1.6	8.3	i	7	-0.1%	/	/	/	/	i	6
COCCSc1nnc(NC(=O)C2CC(=O)N(c3ccccc3)C2)s1 (stereo unspecified)	1.8	1034	5%	-0.72	-0.2	-0.42	0.057	2.1	1.4	7.4	i	-4	/	0.73	1120	17	697	i	53
O=C(Nc1ccc(F)cc1F)c1ccc(-n2cncn2)nc1	-0.6	1057	12%	-0.36	-0.21	-0.7	0.37	1.6	1.4	5.0	i	4	-1.3%	-0.12	1797	-13	528	i	24
COc1ccc(C(=O)N/N=C/c2cc3ccccc3[nH]c2=S)cc1	/	/	4%	-0.05	-0.25	0.22	0.41	2.2	1.5	8.6	i	-13	-0.2%	0.1	879	0	757	i	29
Cc1cc(C)c(S(=O)(=O)NNC(=O)C2CCN(Cc3ccccc3)CC2)c(C)c1	/	/	-6%	-0.66	-0.22	-0.54	-0.036	2.8	2.2	4.2	i	15	-4.8%	/	/	/	/	i	40
Further records.
SMILES	bCat nuc transl	bCat nuc transl cell count 5 µM	PhoP inhibition	Dynein transport	Dynein transport cytoplasmic EGFP	Dynein transport nuclear GR-EGFP	Dynein transport cell count	MT stabilize HCS	MT stabilize HCS Hoechst-high %	MT stabilize HCS cytotoxicity %	Autophagy HCS	Autophagy HCS cell loss 18 h	ER stress rescue	Insulin prom up	Insulin prom up cell count	Lipid droplet	Lipid droplet cells 6.5 µM	T cell HTS	T cell HTS vesicle-bound %
O=C(Nc1ccccc1Cl)N(Cc1nc2ccccc2c(=O)[nH]1)Cc1cccs1	-2.8	1112	17%	0.13	-0.17	0.47	-1.4	0.8	1.6	2.1	i	11	2.2%	-1.3	1490	-31	488	i	49
CCc1ccc(NC(=O)/C(C#N)=C\c2ccc(OC)c(C(=O)O)c2)cc1	-0.2	1518	3%	2.3	-0.093	1.2	-1.5	2.7	1.8	1.8	i	10	0.0%	0.12	1539	-4	728	i	48
COC(=O)c1c(-c2c(Cl)cccc2Cl)noc1NC(=O)N(C)C	2.0	1142	-5%	-0.47	-0.25	-0.25	0.46	/	/	/	/	/	/	0.03	1446	-10	773	i	20
CSc1ccccc1NC(=O)CNCCCN1CCOCC1	-0.2	1286	0%	0.15	-0.26	0.12	0.15	/	/	/	/	/	/	0.2	1052	5	705	i	15
COc1cc(CN2CCC(N3CCC(C(=O)N4CCCC4)CC3)CC2)cc2c1OCO2	0.3	1006	-1%	-1.1	-0.28	-0.71	1.2	3.6	2.1	2.2	i	-21	4.2%	-1.8	1412	-2	708	i	9
O=C(O)c1cnn2c(C(F)F)cc(C3CC3)nc12	/	/	-4%	0.78	-0.42	0.0043	0.23	1.0	1.6	3.6	i	3	-1.3%	/	/	7	815	i	39
COCCCNC(=O)CC(NS(=O)(=O)c1ccc(Cl)cc1)c1ccco1 (stereo unspecified)	/	/	-3%	0.051	0.24	0.32	0.51	3.7	2.5	3.3	i	8	-2.3%	-0.58	1257	-2	777	i	26
COc1ccc(N2C(=O)CC(Sc3nc4c(cc3C#N)CCC4)C2=O)cc1 (stereo unspecified)	0.6	1079	0%	-0.15	-0.28	0.15	0.15	3.0	1.5	5.2	i	-8	0.8%	-0.52	1471	-3	713	i	50
COc1ccc(CN2C(=O)c3ccccc3C2C(=O)NC2CCCC(C)C2C)c(OC)c1 (stereo unspecified)	-2.6	1094	-9%	-0.88	-0.23	0.27	1.2	1.5	1.5	5.9	i	23	2.0%	0.15	1324	-34	682	/	/
CCOc1ccc(C(=O)N2CCCC2)cc1	-0.1	1113	-1%	0.23	-0.23	0.13	0.76	3.0	1.3	2.0	i	-1	-1.8%	0.06	1197	0	775	i	62
